SENP7 block: SENP7 protease inhibitors, primary screen, biochemical, luminescence, uHTS; Sentrin-specific protease 7 (Homo sapiens), Q9BQF6; recombinant SENP7, Z-RLRGG-aminoluciferin luminescence, 40 min; inhibition, % at 5 µM; 330,000 compounds, 1.5% hits; AID 434973, 2010;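 active means inhibition above about 50% at the single test dose, limit read from the data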;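 further: plate controls were DMSO with enzyme for no effect and no enzyme buffer wells for full effect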
Target sequence (Q9BQF6 706-1050 limits assumed): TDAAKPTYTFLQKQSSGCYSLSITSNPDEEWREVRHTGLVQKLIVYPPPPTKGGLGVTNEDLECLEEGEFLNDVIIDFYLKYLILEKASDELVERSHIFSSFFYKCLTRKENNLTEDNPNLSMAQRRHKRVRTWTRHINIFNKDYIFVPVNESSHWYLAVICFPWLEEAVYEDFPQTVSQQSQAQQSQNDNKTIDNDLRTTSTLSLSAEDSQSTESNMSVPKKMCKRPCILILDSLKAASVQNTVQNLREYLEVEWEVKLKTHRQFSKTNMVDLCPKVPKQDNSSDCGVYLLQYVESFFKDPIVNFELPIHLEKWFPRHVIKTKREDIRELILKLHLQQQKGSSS
SENP8 inh: SENP8 protease inhibitors, primary screen, biochemical, luminescence. purified SENP8, Z-RLRGG-aminoluciferin cleavage. Sentrin-specific protease 8 (Homo sapiens), Q96LD8. 330,000 compounds, 1.2% hits. inhibition, % at 10 µM
Target sequence (Q96LD8 whole entry, looked up): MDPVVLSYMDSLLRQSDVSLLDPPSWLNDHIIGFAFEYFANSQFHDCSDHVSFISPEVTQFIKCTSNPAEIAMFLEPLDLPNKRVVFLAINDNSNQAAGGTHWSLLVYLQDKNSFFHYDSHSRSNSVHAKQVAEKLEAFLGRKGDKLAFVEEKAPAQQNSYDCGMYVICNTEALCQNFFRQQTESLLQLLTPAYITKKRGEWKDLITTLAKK
697 NFkB inh: inhibitors of PMA/ionomycin-induced NF-kB reporter, 697 cells, primary screen, B-cell NF-kB inhibitor project, cell-based, luminescence, uHTS; inhibition, % at 4 µM; 697 B-cell NF-kB luciferase reporter, 16 h; 330,000 compounds, 0.33% hits; in the data active means inhibition above about 35%
Jurkat NFkB inh: inhibitors of induced NF-kB luciferase reporter, primary screen, TCR NF-kB activation inhibitor project, cell-based, luminescence, uHTS | Jurkat, PMA/ionomycin-induced NF-kB luciferase reporter | inhibition, % at 4 µM | 330,000 compounds, 0.53% hits | AID 435003, 2010
Gli-Sufu antag: Gli-Sufu pathway antagonists, primary screen, luciferase luminescence, Sufu-KO-LIGHT cells, uHTS | Sufu-KO-LIGHT fibroblasts, Gli luciferase reporter luminescence | inhibition, % at 5 µM | 340,000 compounds, 0.74% hits;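 active means inhibition above about 55%, limit read from the data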;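 further: 0% = DMSO-treated cells and 100% = wells with medium but no cells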
UBC13 polyUb: UBC13 polyubiquitin chain formation inhibitors, primary screen, biochemical, TR-FRET, uHTS. inhibition, % at 20 µM. 330,000 compounds, 0.47% hits; in the data active means inhibition above about 45%, passing the limit was not always enough
Target sequence (P61088 whole entry, looked up): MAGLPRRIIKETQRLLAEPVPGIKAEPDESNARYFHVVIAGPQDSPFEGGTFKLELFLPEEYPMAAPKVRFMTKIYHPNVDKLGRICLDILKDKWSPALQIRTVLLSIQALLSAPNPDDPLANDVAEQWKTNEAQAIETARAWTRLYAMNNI
HKDC1 inhibitor: HKDC1 hexokinase inhibitors, primary screen, biochemical, fluorescence, uHTS. recombinant HKDC1, G6PDH/diaphorase resazurin coupled fluorescence. inhibition, % at 20 µM. 340,000 compounds, 0.16% hits. Q2TB90. AID 493160, 2011;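 active means inhibition above about 35% when tested at 20 µM, limit read from the data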;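 further: plate controls were DMSO wells with enzyme for no effect and DMSO wells lacking enzyme for full effect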
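Assay system: in-house recombinant HK5 (HKDC1) enzyme. Input: HKDC1 at 5 µg/mL. Medium: Tris pH 8.0 buffer with MgCl2, Tween-20, BSA, BME. Dosing: single 20 µM dose. Schedule: 90 min reaction incubation at room temperature, dark. Signal: resazurin-to-resorufin fluorescence via G6PDH and diaphorase coupling, 525/613 nm. Controls: DMSO-enzyme wells negative, buffer-substituted wells positive.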
Apaf-1 inh: inhibitors of human Apaf-1 apoptosome, primary screen, biochemical, DEVD-Rh110 fluorescence, uHTS | Apoptotic protease-activating factor 1 (Homo sapiens), O14727 | inhibition, % at 20 µM | reconstituted apoptosome caspase-3 activity | 330,000 compounds, 0.71% hits; active means inhibition of at least 40% at 20 µM;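 further: plate controls were DMSO wells for no effect and DEVD-CHO caspase inhibitor wells for full effect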
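Material: reconstituted apoptosome with Apaf-1, cytochrome c, caspase-9, procaspase-3, dATP. Technique: Rh110 fluorescence intensity. Buffer or medium: pH 7.5 Hepes buffer with CHAPS, BSA, DTT. Times: 30 min plus 50 min, RT.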
* marks the source's active call; other numbers are inactive results; . = not tested or not shown. Unless noted, no stated cut-off is given here; in the data, active means inhibition above about 50%; inactive means the rest. Random draw from the library. About 3.6% of those tested had a hit in this group.

SMILES | SENP7 block | SENP8 inh | 697 NFkB inh | Jurkat NFkB inh | Gli-Sufu antag | UBC13 polyUb | HKDC1 inhibitor | Apaf-1 inh
O=c1c2ccccc2nnn1CSc1ncnc2ccccc12 | -4 | -9 | 7 | 12 | 22 | 15 | -2 | -7
Cn1nc(-c2ccccc2)c(C(O)c2ccccc2C(F)(F)F)c1Cl (stereo not given) | 1 | -1 | 10 | 9 | 7 | -3 | -4 | 8
O=C(N/N=C/c1cccnc1)c1ccc(CN2c3cccc4cccc(c34)S2(=O)=O)cc1 | -5 | -12 | -50 | 2 | 9 | -6 | 10 | 25
O=C(CCn1ccnc1)Nc1nc2ccccc2[nH]1 | -3 | 0 | 15 | 0 | 0 | 15 | 0 | -8
COc1ccc(C(=O)NCc2nnc(SCC(=O)NC3CCCCC3)n2C)cc1 | -7 | -9 | 8 | -6 | -12 | 5 | -7 | 4
COc1ccc(OC(C)C(=O)NCc2cccnc2)cc1 (stereo not given) | -3 | -7 | 15 | -3 | -7 | 7 | 3 | -6
O=C(O)C1CSC2(c3ccc(Br)cc3)CCC(=O)N12 (stereo not given) | -2 | 4 | 16 | -4 | 0 | 2 | 3 | -4
O=C(Nc1ccc(Cl)c([N+](=O)[O-])c1)c1ccc(NCCCN2CCOCC2)c([N+](=O)[O-])c1 | 8 | 6 | 14 | 6 | 19 | 13 | -2 | -10
O=C(Nc1nn(Cc2ccccc2F)cc1Br)c1cccs1 | -1 | -4 | 0 | 9 | 1 | 14 | 12 | -8
Cc1cc(SCC(=O)c2ccccc2)nc(C)n1 | 35 | -6 | -67 | -91 | -34 | -3 | 0 | 5
COC(=O)C1SCC2C(=O)N(Cc3ccccc3)CC(=O)N21 (stereo not given) | 9 | 4 | 11 | -19 | -3 | 4 | -3 | 19
Cc1ccc(S(=O)(=O)N(C)C)cc1NC(=O)CN1C(=O)NC2(CCCCCCC2)C1=O | -12 | -15 | 7 | 2 | -5 | -3 | -5 | 0
CN1CCC(OC(=O)c2cc3cc(Cl)cc(Cl)c3oc2=O)CC1 | -2 | 11 | -6 | -8 | 2 | 0 | 1 | 6
CCOC(=O)N1CCN(C(=S)Nc2ccccc2C)CC1 | 2 | 0 | 16 | 13 | -3 | 1 | -14 | -7
O=C(N/N=C/C=C\c1ccccc1[N+](=O)[O-])c1ccncc1 | 0 | 6 | 2 | 4 | 5 | -1 | -5 | -8
Cc1nn(CCc2n[nH]c(=S)n2-c2cccc(Cl)c2)c(C)c1[N+](=O)[O-] | -6 | -7 | 17 | 0 | -8 | -4 | 8 | -15
CC(=O)N1CCOc2ccc(S(=O)(=O)Nc3cccc(C)c3)cc21 | -3 | 1 | -15 | -2 | 6 | 6 | -4 | -2
COC(=O)c1c(C)oc2ccc(N(C(=O)Oc3ccccc3)S(=O)(=O)c3ccc(Cl)c([N+](=O)[O-])c3)cc12 | 3 | -1 | 8 | -4 | 7 | -10 | 7 | 11
CCCCNC(=O)n1c(SC)nc2ccccc21 | -2 | -5 | -18 | 2 | -1 | -15 | -2 | 3
C/C(=N\NC(=O)c1cccc(Cl)c1)c1cccc(NC(=O)C(C)C)c1 | 5 | -1 | 3 | 1 | -8 | -4 | -4 | 8
Cc1ccc(C2=NC(C)(C)N=C2SCC(=O)Nc2ccc(Cl)cc2)cc1 | -3 | 7 | -15 | -9 | 2 | 9 | 4 | 12
CCN(CC)CCc1c(C)[nH]c(C(=O)OCc2ccccc2)c1C | -6 | -6 | -17 | -30 | 2 | 20 | -1 | -6
C/C(=N\O)C(C)Oc1ccc(Cl)cc1 (stereo not given) | 1 | 2 | 16 | -6 | 0 | 1 | -9 | -11
CCOC(=O)c1sc(-n2[nH]c(C)cc2=O)nc1C | 2 | 8 | 11 | 16 | 11 | -27 | -3 | 32

Results in Gli-Sufu antag (2 entries from above):
smiles	Gli-Sufu antag
CCOC(=O)N1CCN(C(=S)Nc2ccccc2C)CC1	-3
COc1ccc(OC(C)C(=O)NCc2cccnc2)cc1 (stereo not given)	-7

Remaining list, next part.
SMILES | SENP7 block | SENP8 inh | 697 NFkB inh | Jurkat NFkB inh | Gli-Sufu antag | UBC13 polyUb | HKDC1 inhibitor | Apaf-1 inh
Cc1ccc(Cl)c(OCC(=O)N2CCc3ccccc3C2)c1 | 2 | -5 | -22 | -28 | 20 | -1 | -3 | 13
Fc1ccc(-c2ccnn2-c2ccccc2)cc1 | 0 | -14 | -13 | -8 | -11 | -4 | -1 | 9
COCCN1C(=O)C(=O)/C(=C(/O)c2ccc(S(=O)(=O)N3CCCCC3)cc2)C1c1ccc(OC)c(OC)c1 (stereo not given) | -5 | 5 | 18 | -11 | -1 | -3 | -5 | -1
N#CCc1nc(C(c2ccccc2)c2ccccc2)no1 | 8 | 5 | 5 | -5 | -19 | -3 | -1 | 27
O=C(CNC(=O)c1cccs1)c1ccc(F)cc1 | -3 | -1 | -101 | -82 | -106 | -5 | -13 | -2
COc1ccc(/C=N/NS(=O)(=O)c2ccccc2)cc1OS(=O)(=O)c1ccc(C)cc1 | 17 | -6 | -19 | -8 | -1 | -7 | -1 | -24
COc1ccc(N2CCN(C(=O)c3cn(CC4CCCCC4)nn3)CC2)cc1 | 11 | -5 | -18 | -2 | 30 | -5 | 3 | 1
CCC(=O)Nc1cccc(NC(=O)c2ccc3c(c2)OCO3)c1 | 3 | -12 | -13 | -11 | -15 | -1 | -1 | -1
CC(C)[C@H](NC(=O)[C@@H]1Cc2ccccc2CN1C(=O)OC(C)(C)C)C(=O)NCc1ccco1 | 4 | 2 | 8 | -5 | -4 | 4 | 1 | 5
CCOc1cc(NC(=S)Nc2ccc(Cl)cc2)c(OCC)cc1NC(C)=O | 4 | 6 | 16 | 4 | 27 | 7 | 13 | 10
O=C(Cc1cccc(C(F)(F)F)c1)OCC(=O)N1CCN(S(=O)(=O)c2ccc(Cl)cc2)CC1 | -14 | -8 | -17 | -44 | 5 | -8 | 2 | 51*
CCC1(C)N=C(N)Nc2nc3cc(C)c(C)cc3n21 (stereo not given) | -3 | -7 | -94 | -32 | 23 | -2 | -4 | 4

Exported field by field: three of the compounds above.
> Cc1ccc(Cl)c(OCC(=O)N2CCc3ccccc3C2)c1
  SENP7 block = 2 | SENP8 inh = -5 | 697 NFkB inh = -22 | Jurkat NFkB inh = -28 | Gli-Sufu antag = 20 | UBC13 polyUb = -1 | HKDC1 inhibitor = -3 | Apaf-1 inh = 13

> Fc1ccc(-c2ccnn2-c2ccccc2)cc1
  SENP7 block = 0 | SENP8 inh = -14 | 697 NFkB inh = -13 | Jurkat NFkB inh = -8 | Gli-Sufu antag = -11 | UBC13 polyUb = -4 | HKDC1 inhibitor = -1 | Apaf-1 inh = 9

> CCOc1cc(NC(=S)Nc2ccc(Cl)cc2)c(OCC)cc1NC(C)=O
  SENP7 block = 4 | SENP8 inh = 6 | 697 NFkB inh = 16 | Jurkat NFkB inh = 4 | Gli-Sufu antag = 27 | UBC13 polyUb = 7 | HKDC1 inhibitor = 13 | Apaf-1 inh = 10

Further results follow.
SMILES | SENP7 block | SENP8 inh | 697 NFkB inh | Jurkat NFkB inh | Gli-Sufu antag | UBC13 polyUb | HKDC1 inhibitor | Apaf-1 inh
Cc1cc(NCc2ccco2)n2ncnc2n1 | -1 | -5 | -2 | 20 | 0 | 6 | 0 | -29
CN1CCN(c2sc(S(C)(=O)=O)nc2S(=O)(=O)c2ccc(Cl)cc2)CC1 | -2 | 3 | -2 | 12 | -4 | -9 | 0 | -3
Cc1ccc(CNc2oc(-c3cccs3)nc2C#N)cc1 | 4 | -11 | -1 | 11 | 5 | 12 | 0 | -3
CC1CC(C)CN(S(=O)(=O)c2cccc3nsnc23)C1 (stereo not given) | -2 | 6 | -15 | -11 | 5 | 2 | -4 | 8
CCOc1ccc(NC(=O)c2ccc(OCC3CCCO3)cc2)cc1S(=O)(=O)N(CC)CC (stereo not given) | 6 | 4 | 2 | 0 | -1 | 5 | -2 | -6
Cc1ccc(C(=O)N2CCC(C(=O)NCc3ccco3)CC2)cc1 | -2 | 4 | 2 | 4 | -3 | 0 | -4 | 0
CC[n+]1ccc(C)c2cc(P(=O)(c3ccccc3)c3ccccc3)ccc21 | 5 | 12 | -16 | -28 | 0 | 0 | -9 | 28
Cc1ccc(S(=O)(=O)N2C[C@@H]3[C@H]4CC[C@H](C4)[C@@H]3[C@@H](C)[C@@H]2c2cn(Cc3ccccc3)c3ncccc23)cc1 | 0 | . | 1 | . | -9 | . | -4 | 24
CN(C)C(=O)c1cc(C(=O)c2ccccc2Br)c[nH]1 | 4 | 6 | 0 | -2 | -8 | 2 | -2 | 3
CNC(=O)c1cc(C(=O)c2ccc(F)cc2Cl)c[nH]1 | -15 | 6 | 3 | 6 | -6 | 7 | -2 | -2
COc1ccc(Cl)cc1NC(=O)CSc1nnc(Cc2ccc(C)cc2)c(=O)[nH]1 | 2 | 3 | 2 | 0 | -1 | 5 | 6 | 13
COc1cc(NC(=O)C2CC(=O)N(CCc3ccc(F)cc3)C2)cc(OC)c1OC (stereo not given) | 0 | 3 | 9 | 5 | -5 | 5 | -3 | 4
COCCCNC(=O)CNC(=S)N(Cc1ccc(F)cc1)C1CCCCC1 | -3 | -11 | -8 | -21 | -6 | -9 | 3 | -2
CC1(C)CC(=O)C2=C(C1)NC(=O)CC2c1ccccc1F (stereo not given) | 3 | -1 | -4 | 10 | 3 | 2 | -9 | 2
O=C(Nc1ncn[nH]1)c1ccc([N+](=O)[O-])cc1[N+](=O)[O-] | 7 | -2 | 15 | 11 | 2 | -7 | 6 | -2
Cc1ccc(C)c(NC2=C(Cl)C(=O)OC2OC(C)C)c1 (stereo not given) | -8 | -11 | -4 | -4 | 7 | -4 | -17 | 8
COCCCNC(=O)CSc1nc2ccc(N3CCOCC3)cc2c(=O)n1CCc1ccccc1 | 7 | 6 | -10 | -12 | -1 | 16 | 8 | 6
O=C(CN1C(=O)S/C(=C\c2ccc(F)cc2)C1=O)NCCCn1ccnc1 | 1 | -6 | -4 | 16 | 4 | 3 | -2 | 2
O=C(c1ccc(-c2cccc([N+](=O)[O-])c2)o1)N1CCN(c2ccc([N+](=O)[O-])cc2)CC1 | -7 | -1 | -2 | 27 | 33 | -5 | 5 | -5
Oc1ccc(/C(Cc2ccc3ccccc3n2)=N\Nc2ccccc2)c(O)c1 | -1 | -3 | 1 | -4 | 3 | 1 | -2 | 3
Cc1cc(C)c(NC(=O)CN2C(=O)NC(Cc3ccccc3)C2=O)c(C)c1 (stereo not given) | 0 | 3 | 15 | 13 | 2 | -7 | -4 | -21
CC12CCC(C(=O)N3CCN(c4ncccn4)CC3)(c3nc4ccccc4nc31)C2(C)C (stereo not given) | -2 | 2 | 19 | -16 | 3 | -1 | -8 | -3
Nc1ccc(C(=O)CC(=O)Nc2ccc(Cl)cc2)cc1 | 6 | -2 | 23 | -15 | 17 | 4 | -4 | 7
C/C(CC(=O)Nc1ccc(C)c(Cl)c1)=N\NC(=O)c1cccc(O)c1 | 8 | -4 | -11 | -15 | 7 | 0 | -4 | -11
COc1ccc(CNn2c(-c3ccccc3F)nc3ccccc3c2=O)cc1OC | -3 | -8 | 0 | -21 | 1 | -2 | -6 | 3
CCn1c(O)c(C#N)c(C)cc1=O | -1 | -7 | 12 | -4 | 6 | -9 | 6 | 21
NC(=O)C1C(c2ccccc2)=C1c1ccccc1 | 5 | -2 | 11 | 6 | 3 | -3 | -12 | 6
COc1ccc(N(C(=O)c2cnsn2)C(C(=O)NC2CCCCC2)c2ccncc2)cc1 (stereo not given) | -7 | 3 | -3 | 2 | 1 | -2 | 18 | -3

Assay outcomes: PubChem, Sanford-Burnham Center for Chemical Genomics
